GLS inh: blocks human kidney-isoform glutaminase activity | O94925 | GLS enzymatic activity, qHTS titration | Potency, µM (doses to about 45.5 µM), for inactives: at the top dose activity change, negative = inhibition, hits mostly inhibitors | 410,000 tested, 0.21% active; also: potency is read from the fitted curve at half-maximal effect; % is scaled to controls: 0 for no effect and ±100 for the full control effect
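Human kidney-isoform GLS in 45 mM KH2PO4 pH 8.2, 0.02% Tween-20, with compound, started with 1mM L-Glutamine (added stock). Glutamate oxidase/HRP/Amplex red coupled fluorescence read at start and after 30 min at RT.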
HP1b chromo inh: inhibitors of HP1-beta chromodomain binding to methylated histone tails; P83916; AlphaScreen HP1-beta / biotin-H3K9me3 peptide binding; Potency, µM (titrated, usually from 114 µM), for the others: at the top dose activity change, negative = inhibition, most hits filed as inhibitors; 390,000 tested, 0.56% active; also: potency is read from the fitted curve at half-maximal effect; nearly all actives have a fitted effect of over 70% in size; inactives centre near 23
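HP1-beta protein (50 nM final) preincubated 30 min at room temperature with biotinylated H3(1-18)K9me3 peptide (50 nM) in PBS pH 7.4, 0.01% Tween-20, then compound added for 30 min. AlphaScreen streptavidin donor/nickel chelate acceptor beads (10 ug/mL final), 30 min dark, luminescence read.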
JMJD2A Tudor: inhibitors of human JMJD2A Tudor domain; 390,000 tested, 4.4% active; Potency, µM (top dose mostly 114 µM), inactives show top-dose activity change, negative = inhibition, most hits filed as inhibitors; AlphaScreen JMJD2A-Tudor / H3K4me3 peptide binding; O75164; AID 504339; also: potency is read from the fitted curve at half-maximal effect; % is scaled to controls: 0 for no effect and ±100 for the full control effect; nearly all actives have a fitted effect of over 50% in size
ERG Ets-DNA blk: blocks human ERG Ets domain binding to DNA. Potency, µM (series often up to 76.9 µM), for inactives: at the highest dose FP activity, negative = inhibition, usual class: inhibitors. fluorescence polarization, His-ERG Ets domain / labelled DNA. P11308. 370,000 tested, 0.028% active. AID 624246; active = well fitted inhibition curve with a large enough effect in the polarisation, with a control signal flat; inconclusive = small, poorly fitted or top-dose-only effect, or effect the other way, or a change in a side signal; inactive = no such curve, though single readings can be large or run the other way; the % refers to the polarisation;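 also: polarization taken with two DNA probes labelled with fluorescein and Texas red; potency is read from the fitted curve at half-maximal effect; % of control where 0% means no effect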
Target sequence (P11308 whole entry, looked up, the tested form may be a part): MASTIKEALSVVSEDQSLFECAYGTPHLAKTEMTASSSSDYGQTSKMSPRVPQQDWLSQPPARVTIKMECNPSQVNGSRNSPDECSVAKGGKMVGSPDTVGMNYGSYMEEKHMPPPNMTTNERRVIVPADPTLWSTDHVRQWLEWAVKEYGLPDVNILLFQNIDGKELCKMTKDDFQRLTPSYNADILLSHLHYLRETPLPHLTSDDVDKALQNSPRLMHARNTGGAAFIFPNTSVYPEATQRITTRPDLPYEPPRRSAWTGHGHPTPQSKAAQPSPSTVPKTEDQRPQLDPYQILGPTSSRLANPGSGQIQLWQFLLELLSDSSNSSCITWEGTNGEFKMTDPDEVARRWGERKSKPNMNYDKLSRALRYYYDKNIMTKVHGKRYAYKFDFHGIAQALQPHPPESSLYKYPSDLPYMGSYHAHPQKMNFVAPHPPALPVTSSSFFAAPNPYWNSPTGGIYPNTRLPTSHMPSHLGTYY
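His-tagged ERG Ets domain (1 uM in the protein solution; 300mM KCl, 50mM Tris-HCl, 1mM EDTA, 1mM DTT, pH 7.5) received compound, then a probe mix of 5 nM fluorescein-DNA and 100nM Texas-615-DNA. Fluorescence polarization was read for both dyes.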
RGS4 inhibitor: blocks human RGS4-accelerated GTP hydrolysis. P49798. Transcreener GDP fluorescence polarization, RGS4-accelerated GTP hydrolysis. Potency, µM (highest dose often 114 µM), inactives show at the top dose activity change, negative = inhibition, hits mostly inhibitors. 390,000 tested, 0.039% active; also: potency is read from the fitted curve at half-maximal effect; % is scaled to controls: 0 for no effect and ±100 for the full control effect; nearly all actives have a fitted effect of over 75% in size; some results filed as inactive show a strong effect at the top dose
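MLSMR compounds (23 nl, pin-transferred) preincubated 10 min at room temperature with a 500nM (2x) first reagent, then RGS4 at 900nM (2x) plus Transcreener GDP mix added; fluorescence polarization (620/688 nm) read before and after 90 min at 30 °C.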
BAZ2B inh: blocks human BAZ2B | AID 504333 | 360,000 tested, 4.4% active | Potency, µM (doses to about 114 µM), inactives show at the highest dose activity change, negative = inhibition, usual class: inhibitors | AlphaScreen BAZ2B-H3K14Ac peptide displacement; also: potency is read from the fitted curve at half-maximal effect; % is scaled to controls: 0 for no effect and ±100 for the full control effect; nearly all actives have a fitted effect of over 60% in size
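BAZ2B (50 nM) with biotin-H3(5-23)K14Ac peptide (50 nM) in PBS pH 7.4, 0.01% Tween-20, preformed 30 min, then compound 30 min at room temperature; top concentration 110uM. AlphaScreen streptavidin donor/nickel chelate acceptor beads (10 ug/mL final), 20 min dark, signal read.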
G9a inh: inhibitors of human histone lysine methyltransferase G9a; G9a H3K9 monomethylation, AlphaScreen, 2 h; Potency, µM (doses to about 102 µM), for the others: at the highest dose activity, negative = inhibition, most hits filed as inhibitors; AID 504332; 350,000 tested, 8.8% active; also: potency is read from the fitted curve at half-maximal effect; % is scaled to controls: 0 for no effect and ±100 for the full control effect; nearly all actives have a fitted effect of over 75% in size
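Compounds were preincubated with 20 nM G9a for 15 min, after which biotinylated H3K9 peptide (500 nM) and SAM (20 uM) started a 2 h room-temperature reaction. Monomethylated product was quantified by antibody-based AlphaScreen chemiluminescence.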
PI4K2A block: blocks human PI4K2A kinase activity; Q9BTU6; purified PI4K2A, ADP-Glo luminescence, 1 h; active compounds read low; activity change, negative = inhibition, % at 76.9 µM; 420,000 tested, 0.13% active; AID 1346378; in the data active = activity change below about -50%; inconclusive = mostly about -30% to -49%;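 also: -100% = wells without enzyme as full effect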
Target sequence (Q9BTU6 whole entry, looked up): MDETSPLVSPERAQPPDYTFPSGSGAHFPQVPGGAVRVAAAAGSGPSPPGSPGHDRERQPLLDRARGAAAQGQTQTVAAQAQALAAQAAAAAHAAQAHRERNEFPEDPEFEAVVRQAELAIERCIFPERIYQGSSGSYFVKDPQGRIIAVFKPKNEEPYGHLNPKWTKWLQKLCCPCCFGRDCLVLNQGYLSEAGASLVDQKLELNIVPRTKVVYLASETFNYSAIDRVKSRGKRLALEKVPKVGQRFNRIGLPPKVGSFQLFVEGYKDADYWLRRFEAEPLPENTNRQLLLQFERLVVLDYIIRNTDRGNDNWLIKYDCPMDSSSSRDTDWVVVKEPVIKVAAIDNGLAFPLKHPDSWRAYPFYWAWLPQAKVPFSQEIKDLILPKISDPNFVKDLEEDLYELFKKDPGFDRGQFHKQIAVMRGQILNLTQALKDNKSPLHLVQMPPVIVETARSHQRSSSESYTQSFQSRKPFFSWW
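Compounds are screened against recombinant PI4K2A using PI as substrate and ATP, the latter dispensed at 300 microM. Reactions run one hour at ambient temperature before ADP-Glo detection; full inhibition defined by wells lacking enzyme.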
ALOX12 inh: ALOX12 (human) lipoxygenase inhibition. P18054. purified 12hLO, xylenol orange hydroperoxide absorbance. Potency, µM (doses to about 108 µM), without a hit: at the highest dose activity change, negative = inhibition, usual class: inhibitors. 580,000 tested, 1.1% active. AID 1671190; also: potency is read from the fitted curve at half-maximal effect; % is scaled to controls: 0 for no effect and ±100 for the full control effect
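Purified human 12hLO (150 nM final) in 25 mM Hepes, 0.01% Triton X-100, pH 7.0 was preincubated 15 min at room temperature with compound. Then 40 uM arachidonic acid was added, 30 min. Hydroperoxide was read by Fe-XO absorbance ratio 573/405 nm.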
Numbers without * were called inactive; u = inconclusive; x = no result given; [ ] = dose if it differs, or a comment. Unless noted, calls follow the shape of the dose curve; as a rule, active = well fitted curve in the direction sought with a large enough effect; inconclusive = small, poorly fitted or top-dose-only effect, or another doubt; inactive = no such curve, though single readings can be large; an effect the other way counts as inactive or inconclusive. Only part of the results is shown. The share of hits here may be higher or lower than overall.

G9a inh	RGS4 inhibitor	PI4K2A block	BAZ2B inh	HP1b chromo inh	ALOX12 inh	JMJD2A Tudor	GLS inh	ERG Ets-DNA blk	molecule
21%	11%	2	-30%	-4%	-10%	-29%	4%	-2%	CC(C)[C@@H](C(=O)NCC1CCCO1)N1C(=O)N2CCc3c([nH]c4ccccc34)[C@@]2(C)C1=O (stereo partly specified)
50µM*	32%	4	u	u	u	20µM*	6%	-7%	COc1ccc(CN2CCC(Cc3ccccc3)CC2)cc1OC
29%	-23%	0	-7%	33%	-11%	-17%	3%	4%	COc1ccc(Cl)cc1C(=O)NNC(=O)CSc1nnnn1C
55%	9%	7	u	61%[activator]	67%[activator]	15%	-6%	-1%	O=C(N/C(=C\c1ccccc1)C(=O)N1CCOCC1)c1ccccc1Cl
-13%[12.7 µM]	0%	2	-4%	20%	-7%	-7%	5%	5%	Nc1nc(SCC(=O)N2CCc3ccccc32)[nH]c(=O)c1-c1ccccc1
71µM*	u	3	u	u	-21%	32µM*	1%	7%	O=C(CN1CCCc2ccccc21)NC(=O)NC1CCCCC1
8.9µM*	-8%	1	35µM*	25µM*	u	2.8µM*	29%	6%	COc1ccc(N2CCN(CC(=O)N3c4ccccc4CC3C)CC2)cc1 (stereo unspecified)
x	0%	5	-1%	28%	1%	-10%	-17%	8%	O=C(NCC(=O)N1CCOCC1)c1ccc(Cl)cc1
0%[12.7 µM]	3%	5	-7%	11%	-4%	1%	14%	5%	COc1cc(NC(=O)C2CC(=O)NC3=C2C(=O)CC(C)(C)C3)c(OC)cc1Cl (stereo unspecified)
x	-47%	1	-35%	97%[activator]	12%	-33%	10%	9%	O=C(COc1cccc2cccnc12)N/N=C/c1ccccc1O
x	-9%	-3	8%	46%[activator]	0%	-15%	-1%	-5%	CC(C)c1onc(C(=O)N2CCC(C(N)=O)CC2)c1[N+](=O)[O-]
-25%[59 µM]	2%	-6	-27%	23%	-19%	-14%	1%	-1%	CCn1c(=O)c2sccc2n2c(CCCC(=O)N3CCN(c4ccccc4OC)CC3)nnc12
u	11%	1	0%	28%	-28%	-10%	3%	10%	CS(=O)(=O)ON=C1CCN(S(=O)(=O)c2ccccc2)CC1
2%	10%	19	-1%	43%[activator]	437%[activator]	-12%	0%	-5%	O=C(Nc1ccccc1N1CCOCC1)c1cccnc1
52%[activator]	-26%	-1	-1%	15%	39%[activator]	-7%	-8%	15%	NS(=O)(=O)c1ccc(NC(=O)c2ccc(CSc3ccccc3)o2)cc1
u	0%	-3	5%	20%	-10%	-18%	4%	x	CC1CN(C(=O)c2cc(S(=O)(=O)N3CCCC3)c(Cl)cc2Cl)CC(C)O1 (stereo unspecified)
7%[59 µM]	8%	2	-5%	17%	23%	-29%	7%	6%	CN1CCC(=NNC(=O)c2ccc(N(Cc3ccccc3Cl)S(C)(=O)=O)cc2)CC1
40µM*	-6%	-4	7%	29%	-16%	-1%	2%	5%	CS(=O)(=O)c1ccc2nc(NC(=O)CCNC(=O)c3ccc([N+](=O)[O-])cc3)sc2c1
x	-13%	-3	71µM*	-1%	u	-29%	-1%	18%	COc1cc(NC(=O)c2cc([N+](=O)[O-])ccc2N2CCOCC2)ccc1NC(=O)c1ccco1
-5%	-14%	-1	-16%	29%	-11%	-16%	7%	4%	CN1CCN(S(=O)(=O)c2cc([N+](=O)[O-])ccc2Cl)CC1
u	-23%	-3	-26%	30%[activator]	-22%	1%	4%	-9%	Cc1[nH]nc(SCC(=O)N2CCC(C)CC2)c1[N+](=O)[O-]
x	-21%	-5	x	55%[activator]	9%	-7%	-4%	5%	O=C(Nc1ccccc1)c1nc[nH]c1C(=O)NCCCCCCNC(=O)c1[nH]cnc1C(=O)Nc1ccccc1
-10%[59 µM]	15%	3	7%	15%	-12%	-16%	5%	0%	Cc1ccc(NCCC(=O)c2ccc(Br)cc2)cc1
x	14%	1	x	20%	u	-9%	6%	-13%	O=C1C=C(c2ccoc2)N2CCC[C@H]2C1
50µM*	-3%	1	-21%	-1%	-12%	-30%	1%	-10%	Cc1ccnn1C(C)C(=O)O (stereo unspecified)
-7%	14%	1	13%	7%	-3%	-17%	-7%	3%	CC1(NC(=O)c2cc(-c3cccs3)nn2-c2ccccc2)CCS(=O)(=O)C1 (stereo unspecified)
46%[12.7 µM]	-5%	1	8%	9%	-2%	-8%	7%	x	Cc1ccc(CCNC(=O)C2CCN(S(=O)(=O)N3CCC4(CC3)OCCO4)CC2)cc1
-39%	-27%	-10	4%	21%	28%	-25%	5%	5%	CCOC(=O)N1CCN(C(=O)CSc2nc3c(cnn3-c3ccccc3)c(=O)[nH]2)CC1
-1%[59 µM]	-9%	-2	-1%	54%[activator]	1%	-19%	-8%	1%	O=C(Nc1ccccc1C(F)(F)F)c1cc(-c2ccc3c(c2)OCCO3)on1
u	8%	16	9%	28%	33%	-4%	21%	-12%	CCC1(CC)C(=O)NC(=O)NC1=NCCc1ccc(O)cc1
-4%	-20%	2	-3%	19%	2%	0%	2%	-3%	CCCCc1nnc(NC(=O)Cn2cnc3ccccc3c2=O)s1
u	-5%	0	-35%	16%	-3%	-10%	1%	-3%	CC(C)CNC(=S)NNC(=O)CC(C)O (stereo unspecified)
x	1%	-1	5%	29%	104%[activator]	-14%	11%	-5%	Cc1cccc(NCC(=O)c2c(N)n(C)c(=O)n(C)c2=O)c1C
-9%[59 µM]	6%	-13	1%	35%	0%	-8%	-18%	8%	COc1ccc(NC(=O)C2C(=O)N(CCO)C3(C)CC2c2ccccc2O3)cc1 (stereo unspecified)
u	-33%	0	x	9%	-1%	-35%	4%	-11%	COc1ccccc1C(O)(c1ccccc1)C(CN1CCOCC1)c1ccccc1 (stereo unspecified)
-30%[59 µM]	4%	-8	-11%	31%	u	-7%	-11%	-3%	CCCCSc1nc(-c2cccc(OC)c2)nc2c1Cc1c(CO)cnc(C)c1O2
-3%[59 µM]	-11%	-2	-2%	28%	16%	-8%	2%	x	Cn1c(=O)[nH]c(=O)c2c1nc(Br)n2CCSc1nnnn1-c1ccccc1
33%[12.7 µM]	13%	0	-5%	26%	0%	-11%	8%	-3%	N#CCSc1nc2scc(-c3cccs3)c2c(=O)n1CCc1ccccc1
11%[0.0925 µM]	-33%	-3	-5%	19%	21%	-26%	-19%	-5%	Cc1ccc2oc(=O)c3cc(C(=O)NCCCN4C(C)CCCC4C)sc3c2c1 (stereo unspecified)
-5%[0.0925 µM]	-9%	-1	40µM*	29%	-6%	-8%	4%	x	CC1C(=NO)C(C)C(c2ccc(N(C)C)cc2)NC1c1ccc(N(C)C)cc1 (stereo unspecified)
u	u	6	50µM*	43%[activator]	260%[activator]	u	-22%	-1%	COc1ccc2[nH]c(=O)c(-c3noc(-c4ccccc4)n3)cc2c1
44%[activator][59 µM]	3%	-3	37%	123%[activator]	-10%	34%	-1%	-1%	Cc1nn(C)c2c1c(-c1ccccc1)cc(=O)n2Cc1ccc(F)cc1
-25%	11%	0	11%	36%[activator]	24%	-12%	-4%	-16%	CCOC(=O)N1CCN(C(=O)c2ccc3c(SCC(=O)O)c4c(nc3c2)CCC4)CC1
x	9%	4	-24%	2%	-2%	-17%	1%	1%	O=C1CSC(c2ccccc2)N1c1ccc([N+](=O)[O-])cc1 (stereo unspecified)
8%[12.7 µM]	-8%	2	-4%	17%	1%	-21%	0%	x	O=C(O)C1C2C=CC(C2)C1C(=O)N1CCOCC1 (stereo unspecified)
6%	16%	8	-6%	2%	-35%	-13%	10%	-5%	COc1ccc(/C=C(\C#N)C(=O)NCc2cccnc2)cc1OC

Part of the list above, field by field.
Cc1ccc2oc(=O)c3cc(C(=O)NCCCN4C(C)CCCC4C)sc3c2c1 (stereo unspecified)
  G9a inh: 11%[0.0925 µM]
  RGS4 inhibitor: -33%
  PI4K2A block: -3
  BAZ2B inh: -5%
  HP1b chromo inh: 19%
  ALOX12 inh: 21%
  JMJD2A Tudor: -26%
  GLS inh: -19%
  ERG Ets-DNA blk: -5%

CC1C(=NO)C(C)C(c2ccc(N(C)C)cc2)NC1c1ccc(N(C)C)cc1 (stereo unspecified)
  G9a inh: -5%[0.0925 µM]
  RGS4 inhibitor: -9%
  PI4K2A block: -1
  BAZ2B inh: 40µM*
  HP1b chromo inh: 29%
  ALOX12 inh: -6%
  JMJD2A Tudor: -8%
  GLS inh: 4%
  ERG Ets-DNA blk: x

COc1ccc2[nH]c(=O)c(-c3noc(-c4ccccc4)n3)cc2c1
  G9a inh: u
  RGS4 inhibitor: u
  PI4K2A block: 6
  BAZ2B inh: 50µM*
  HP1b chromo inh: 43%[activator]
  ALOX12 inh: 260%[activator]
  JMJD2A Tudor: u
  GLS inh: -22%
  ERG Ets-DNA blk: -1%

Screens deposited in PubChem by National Center for Advancing Translational Sciences (NCATS).
